Scp-1 inhibitor – blocks human Scp-1 phosphatase activity; Q9GZU7; Recombinant Scp1, phosphopeptide, malachite green phosphate absorbance; inhibition, % at 20 µM; actives 0.88% (n = 340,000); AID 493091;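 active = inhibition above about 50% at 20 µM, limit read from the data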;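 also: plate controls were DMSO wells with enzyme for no effect and wells lacking enzyme for full effect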
Target sequence (Q9GZU7 76-261 limits assumed): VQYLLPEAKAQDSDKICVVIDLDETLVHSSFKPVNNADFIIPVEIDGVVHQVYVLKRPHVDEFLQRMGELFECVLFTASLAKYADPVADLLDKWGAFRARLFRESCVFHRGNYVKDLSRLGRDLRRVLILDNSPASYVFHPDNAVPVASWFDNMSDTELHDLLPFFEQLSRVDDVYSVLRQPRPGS
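System: truncated SCP-1 phosphatase (76-261aa); medium: Tris acetate buffer pH 5.5 with MgCl2 and Tween-20; incubation: 45 min room-temperature reaction, 5 min colour, 30 min stabiliser; compound: single 20 µM dose, 1% DMSO; reagent: Phosphorylated 17-residue peptide substrate; read-out: % inhibition at 20 µM; technique: colorimetric free-phosphate detection, absorbance 630 nm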
STEP inh – inhibitors of human striatal-enriched phosphatase STEP; recombinant STEP, OMFP fluorogenic substrate, fluorescence; inhibition, % at 20 µM; actives 0.25% (n = 360,000); P54829; AID 588621;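 active = inhibition at 20 µM, scaled per plate between control wells, above about 37%, limit read from the data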;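 also: 0% = DMSO with enzyme and substrate and 100% = substrate only without enzyme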
Target sequence (P54829 whole entry, looked up): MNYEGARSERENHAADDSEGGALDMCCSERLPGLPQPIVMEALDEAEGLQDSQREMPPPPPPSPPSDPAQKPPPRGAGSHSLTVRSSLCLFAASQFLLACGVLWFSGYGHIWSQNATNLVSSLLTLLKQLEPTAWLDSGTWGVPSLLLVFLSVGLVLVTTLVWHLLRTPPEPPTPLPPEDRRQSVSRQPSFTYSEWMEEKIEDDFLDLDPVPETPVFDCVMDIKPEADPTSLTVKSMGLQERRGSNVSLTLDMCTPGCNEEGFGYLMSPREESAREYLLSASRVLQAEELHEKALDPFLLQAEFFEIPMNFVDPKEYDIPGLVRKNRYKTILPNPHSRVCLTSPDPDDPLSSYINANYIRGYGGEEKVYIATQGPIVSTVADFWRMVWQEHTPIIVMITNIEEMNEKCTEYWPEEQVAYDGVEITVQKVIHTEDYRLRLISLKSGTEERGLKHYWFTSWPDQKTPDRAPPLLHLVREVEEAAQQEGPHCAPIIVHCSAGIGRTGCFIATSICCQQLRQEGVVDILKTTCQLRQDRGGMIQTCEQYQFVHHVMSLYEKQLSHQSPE
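Also added – OMFP at 25 µM · Test system – STEP tyrosine phosphatase · Technique – FITC-channel fluorescence of OMFP product · Schedule – 20 min at room temperature, dark · Evaluation – control-normalized % inhibition with plate pattern correction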
LMPTP inh – LMPTP (human) inhibition; inhibition, % at 20 µM; actives 0.22% (n = 360,000); recombinant LMPTP-A, OMFP fluorogenic substrate, fluorescence intensity; P24666;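 active = compounds that cut the enzyme signal by at least half of the control window in the single-dose screen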;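 also: plate controls were DMSO wells with enzyme plus substrate for no effect and substrate without enzyme for full effect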
Target sequence (P24666 whole entry, looked up): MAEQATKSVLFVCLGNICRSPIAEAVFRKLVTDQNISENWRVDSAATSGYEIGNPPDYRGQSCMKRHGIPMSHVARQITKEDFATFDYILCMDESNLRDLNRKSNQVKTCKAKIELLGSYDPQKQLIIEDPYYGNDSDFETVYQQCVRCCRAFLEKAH
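Assay system: LMPTP-A, protein tyrosine phosphatase of low molecular weight / Medium: pH 6.0 Bis-Tris buffer with DTT and Triton X-100 / Schedule: 50 min enzyme reaction at room temperature, protected from light / Measured by: endpoint fluorescence intensity from OMFP dephosphorylation / Read-out basis: % inhibition relative to no-enzyme and uninhibited control wells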
NRP1-CendR mod – NRP-1/CendR interaction modulation; O14786; FAM-RPARPAR peptide binding to NRP-1, fluorescence polarization; inhibition, % at 25 µM; actives 0.85% (n = 360,000); AID 602438;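 active = inhibition or corrected inhibition above about 18%, plus a signal ratio from 0.5 to 1.5, limit read from the data, passing the limit was not always enough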; also: strong numbers were not always called active
DNMT1 block – blocks human DNA methyltransferase DNMT1; DNMT1 molecular beacon, Hinp1I cleavage, fluorescence; inhibition (reported as % activation of signal), % at 10 µM; actives 0.83% (n = 360,000); P26358; AID 588458; in the data active = inhibition above about 50%
MT1-MMP act inh – MT1-MMP (human) activation inhibition; HT1080 RFP-PRO-GFP cells, GFP/RFP ratio fluorescence, overnight; percent of plate control window, DMSO zero; AID 651647; GFP/RFP ratio change, % at 20 µM; actives 0.061% (n = 360,000); P50281;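 active = GFP/RFP ratio change of at least 30% with cell ATP level not reduced by more than half and red fluorescence within 50% of control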; also: strong numbers were not always called active
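Material: RFP-PRO-GFP reporter HT1080 cells. Dosing: single-point 20 µM compound, 1% DMSO. Controls: DMSO and RFP-L50D-GFP cell wells. Timing: cells overnight before dosing, compound overnight, 37 °C, 5% CO2. Measure: GFP/RFP fluorescence ratio.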
NadD inh – inhibitors of Staphylococcus aureus NadD | purified NadD enzyme, colorimetric absorbance read-out | inhibition, % at 20 µM | actives 0.78% (n = 360,000); in the data active = inhibition above about 26%; also: some compounds past the cut are filed as inactive
SUMO1-SIM PPI – alters human SUMO1 binding to SIM partners; P63165; SUMO1 binding to a labelled peptide, TR-FRET, 1 h; inhibition, % at 20 µM; actives 0.33% (n = 360,000); in the data active = inhibition above about 37%
Target sequence (P63165 whole entry, looked up): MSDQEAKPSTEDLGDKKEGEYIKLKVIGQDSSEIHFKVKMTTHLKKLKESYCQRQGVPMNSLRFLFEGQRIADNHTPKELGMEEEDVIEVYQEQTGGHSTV
SKN-1 inh – C. elegans SKN-1 inhibition | C. elegans VP596 Pgst-4::GFP/RFP ratio, acrylamide-induced, 24 h | inhibition, % at 21.8 µM | actives 0.49% (n = 360,000);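 active = interference check ratio from 0.5 to 1.5 plus GFP to RFP signal ratio inhibition reaching or exceeding a fixed threshold, cut at about 30% in these data, passing the limit was not always enough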; also: some compounds called inactive have numbers as strong as hits
Rpn11 inh – inhibitors of human proteasome Rpn11; human 26S proteasome, Ub4-pepOG fluorescence polarization; 20S core pre-blocked with epoxomicin; calls only at 20 µM; actives 0.59% (n = 360,000); AID 588493;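 active = inhibition at 20 µM, scaled to each plate's controls, above about 33%, limit read from the data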
* marks the source's active call; other numbers are inactive results; i = inactive; . = no result given.

Fields – Scp-1 inhibitor	STEP inh	LMPTP inh	NRP1-CendR mod	DNMT1 block	MT1-MMP act inh	NadD inh	SUMO1-SIM PPI	SKN-1 inh	Rpn11 inh
- Cc1cccc(C(=O)NN/C=C/C(=O)c2ccccc2)c1
→ -16	1	0.3	3	-4	2	2	12	17	i
- CCOC(=O)C1=CCCN(S(=O)(=O)c2ccc(C)cc2)C1
→ .	0	0.5	6	23	-1	-3	5	-1	i
- O=C(COc1ccccc1Cl)N1CCN(c2ccc([N+](=O)[O-])c(N3CCOCC3)c2)CC1
→ 0	0	1.3	12	11	3	-2	-22	16	i
- O=C(Nc1ccc2c(c1)OCCO2)C(=S)NCc1ccccc1
→ -3	-1	-0.5	4	-1	3	-6	-3	1	i
- CCNC(=O)CC1C(=O)N(c2ccc(F)cc2)C(=O)N1Cc1cccs1 (stereo not drawn)
→ -11	0	-0.4	13	1	-3	3	-2	-10	i
- Cc1cccc(NC(=O)c2ccc(S(=O)(=O)N3CCCC3)cc2)c1C
→ -6	-1	-0.3	6	0	-1	0	0	26	i
- CC(=O)c1ccc(-c2ccc(C(=O)N3CCN(c4ccc(F)cc4)CC3)o2)cc1
→ -1	2	2.1	-6	-17	2	5	-17	-4	i
- Cc1ccc2oc3nc(C)c(C(=O)O)cc3c(=O)c2c1
→ 1	0	-2.5	2	2	-2	-5	-2	-22	i
- OCCC1CN(Cc2cccc3c2OCO3)CCN1C1CCCC1 (stereo not drawn)
→ -7	3	-1.6	8	4	0	0	0	-13	i
- Cc1cccc(NC(=O)CNC(=O)Cn2ncc(Cl)c(Cl)c2=O)c1C
→ 93*	8	12	-11	83*	-13	3	11	-2	i
- CC/C(=N\NC(=O)C1CCCC1)c1cccc(Br)c1
→ -10	2	0.9	0	2	1	-3	4	1	i
- Cc1ccc(S(=O)(=O)N2CCCCCC2)cc1C(=O)NCc1ccccn1
→ -4	-1	-2.0	7	0	1	-3	4	17	i
- O=C(NC(NC(=S)Nc1c(Cl)cccc1Cl)C(Cl)(Cl)Cl)c1cccc([N+](=O)[O-])c1 (stereo not drawn)
→ -17	-2	1.1	1	-18	-13	2	-21	6	i
- O=c1[nH]cnc(O)c1Nc1cccc(Cl)c1
→ -10	1	-1.2	-5	1	2	-1	4	2	i
- O=C(Cc1csc(NC(=O)Nc2ccc(Cl)cc2)n1)NC1CCCC1
→ 1	2	-0.4	5	4	5	3	3	31	i
- Cc1ccc2c(COC(=O)C3CSC4(C)CCC(=O)N34)cc(=O)oc2c1C (stereo not drawn)
→ -5	-1	-0.1	0	2	-1	-4	5	-15	i
- O=C1N/C(=N\c2ccccn2)SC1Cc1ccccc1Cl (stereo not drawn)
→ 1	2	-0.1	3	5	2	0	-4	-19	i
- O=C(NN=C1CCN(Cc2ccccc2)CC1)c1ccccc1O
→ -8	3	-0.9	9	2	-1	-1	5	-15	i
- Cc1ccccc1-n1c(SCC(=O)NC2CCS(=O)(=O)C2)nc2ccccc2c1=O (stereo not drawn)
→ -7	-3	-1.0	14	1	-4	-1	0	9	i
- Cc1ccc(C(=O)NCC(=O)OC2CCCCC2=O)cc1C (stereo not drawn)
→ -5	-4	-1.0	2	4	0	-4	2	-3	i
- O=[N+]([O-])c1ccccc1S(=O)(=O)Nc1cccc(-c2ccc(N3CCCC3)nn2)c1
→ 7	7	4.2	6	-1	2	15	-7	4	i
- ON=C(CCc1ccccc1)CCc1ccccc1
→ 0	-4	1.5	0	1	-2	0	3	-1	i
- CCOC(=O)N1CCN(CC(O)COC2CC(C)CCC2C(C)C)CC1 (stereo not drawn)
→ -6	-4	0.1	2	-1	1	-5	-1	8	i
- O=C(c1ccco1)N1CCN(C(=O)c2ccc(COc3ccc(F)cc3)o2)CC1
→ -3	2	-1.7	18	1	3	1	6	8	i
- COc1ccc(S(=O)(=O)N2CCN(C)CC2)cc1NC(=O)c1ccccc1
→ -9	-1	-2.0	3	-2	-1	5	-2	-2	i
- O=C(NCCC1=CCCCC1)c1ccc(Cl)c([N+](=O)[O-])c1
→ -16	1	4.9	3	-2	-4	-5	-17	8	i
- c1coc(Cn2c(SCc3nc4ccccc4[nH]3)nnc2-c2cnccn2)c1
→ -5	-3	-0.7	-14	-3	-7	3	11	-11	i
- COc1ccc(C(=O)C2CCCN(C(=O)c3cc(C)nc(C)n3)C2)cc1OC (stereo not drawn)
→ -3	-2	0.1	2	2	-1	-4	-6	1	i
- COc1ccccc1C(=O)Nc1ccc(OCC(=O)N2CC(C)CC(C)C2)cc1 (stereo not drawn)
→ 0	-4	0.4	2	-1	2	0	-2	-6	i
- CCCc1nnc(NC(=O)C2CC(=O)N(C3CCCC3)C2)s1 (stereo not drawn)
→ 12	-2	-0.9	-6	1	1	5	1	-9	i

Later entries
Short keys: A = Scp-1 inhibitor; B = STEP inh; C = LMPTP inh; D = NRP1-CendR mod; E = DNMT1 block; F = MT1-MMP act inh; G = NadD inh; H = SUMO1-SIM PPI; I = SKN-1 inh; J = Rpn11 inh
Molecule: CCCN1CCC(NC(=O)CCc2nnc(-c3ccccc3)o2)CC1
  A = -4 | B = -1 | C = -2.3 | D = 9 | E = 0 | F = 4 | G = -2 | H = -1 | I = -14 | J = i

Molecule: Cc1cnc(CNC(=O)CC2C(=O)NCCN2Cc2ccccc2F)cn1 (stereo not drawn)
  A = 1 | B = 0 | C = 0.3 | D = 16 | E = -2 | F = -4 | G = -4 | H = -3 | I = 0 | J = i

Molecule: O=C(O)c1cc(S(=O)(=O)NCCN2CCNC2=O)ccc1O
  A = -4 | B = -2 | C = -5.1 | D = 6 | E = -1 | F = 3 | G = -3 | H = 3 | I = -8 | J = i

Molecule: CC(=O)C[C@@H](O)CC(=O)[C@H]1OC(=O)[C@@H](C)C/C=C\Cc2ccccc21
  A = -8 | B = -3 | C = 0.4 | D = -6 | E = 6 | F = -3 | G = 0 | H = 8 | I = -2 | J = i

Molecule: CCN1CCN(C(=O)c2c(-c3c(F)cccc3Cl)noc2C)CC1
  A = -7 | B = -1 | C = -2.3 | D = -3 | E = 1 | F = -4 | G = 1 | H = 0 | I = -6 | J = i

Molecule: OC[C@@H]1CN(CCN2CCOCC2)C[C@H](n2cnc3c(N4CCOCC4)ncnc32)O1
  A = . | B = 0 | C = -2.3 | D = 5 | E = 11 | F = -2 | G = 6 | H = 1 | I = 14 | J = i

Molecule: COc1cc(NC(=O)C2=CC(c3ccc(C)cc3)=NS(=O)(=O)N2C)cc(OC)c1OC
  A = -16 | B = 0 | C = 2.3 | D = -9 | E = -1 | F = 4 | G = 2 | H = -21 | I = 15 | J = i

Molecule: CCCCN(CCCC)Cc1cc(=O)oc2ccccc12
  A = . | B = 3 | C = -2.7 | D = 22 | E = 0 | F = 3 | G = -7 | H = -2 | I = -4 | J = i

Molecule: CCOc1ccc(NC(=S)NCC(c2cccnc2)N2CCOCC2)cc1 (stereo not drawn)
  A = -7 | B = 3 | C = -1.9 | D = 7 | E = -2 | F = -1 | G = 5 | H = -2 | I = 1 | J = i

Molecule: CCN(CC)C(=O)CSc1nc(O)cc(=O)n1CC
  A = -6 | B = 4 | C = 0.4 | D = -3 | E = 2 | F = 1 | G = 0 | H = 5 | I = 14 | J = i

Molecule: COc1ccc(-c2[nH][nH]c(=O)c2NC(=O)c2ccccn2)cc1
  A = . | B = 2 | C = 1.6 | D = -7 | E = -13 | F = 1 | G = 0 | H = 6 | I = -10 | J = i

Molecule: O=c1c(CO)cc(CO)cc(CO)c1O
  A = 3 | B = 0 | C = -1.6 | D = 13 | E = 2 | F = 1 | G = 4 | H = -17 | I = 2 | J = i

Molecule: CCc1ccc(CN2CCC(Oc3cc(C(=O)NC4CC4)ccc3OC)CC2)cc1
  A = . | B = -4 | C = -0.1 | D = 3 | E = -3 | F = 1 | G = -4 | H = 3 | I = -11 | J = i

Molecule: COc1cc(SC)ccc1C(=O)Nc1nccs1
  A = 7 | B = 0 | C = 0.4 | D = 6 | E = 11 | F = -2 | G = 2 | H = 0 | I = 44* | J = i

Taken from the entries so far for reference:
Short keys: A = Scp-1 inhibitor; B = STEP inh; C = LMPTP inh; D = NRP1-CendR mod; E = DNMT1 block; F = MT1-MMP act inh; G = NadD inh; H = SUMO1-SIM PPI; I = SKN-1 inh; J = Rpn11 inh
Molecule: Cc1cnc(CNC(=O)CC2C(=O)NCCN2Cc2ccccc2F)cn1 (stereo not drawn)
  A = 1 | B = 0 | C = 0.3 | D = 16 | E = -2 | F = -4 | G = -4 | H = -3 | I = 0 | J = i

Molecule: O=C(O)c1cc(S(=O)(=O)NCCN2CCNC2=O)ccc1O
  A = -4 | B = -2 | C = -5.1 | D = 6 | E = -1 | F = 3 | G = -3 | H = 3 | I = -8 | J = i

Molecule: CC(=O)C[C@@H](O)CC(=O)[C@H]1OC(=O)[C@@H](C)C/C=C\Cc2ccccc21
  A = -8 | B = -3 | C = 0.4 | D = -6 | E = 6 | F = -3 | G = 0 | H = 8 | I = -2 | J = i

Molecule: CCN1CCN(C(=O)c2c(-c3c(F)cccc3Cl)noc2C)CC1
  A = -7 | B = -1 | C = -2.3 | D = -3 | E = 1 | F = -4 | G = 1 | H = 0 | I = -6 | J = i

Molecule: OC[C@@H]1CN(CCN2CCOCC2)C[C@H](n2cnc3c(N4CCOCC4)ncnc32)O1
  A = . | B = 0 | C = -2.3 | D = 5 | E = 11 | F = -2 | G = 6 | H = 1 | I = 14 | J = i

Molecule: COc1cc(NC(=O)C2=CC(c3ccc(C)cc3)=NS(=O)(=O)N2C)cc(OC)c1OC
  A = -16 | B = 0 | C = 2.3 | D = -9 | E = -1 | F = 4 | G = 2 | H = -21 | I = 15 | J = i

Molecule: CCCCN(CCCC)Cc1cc(=O)oc2ccccc12
  A = . | B = 3 | C = -2.7 | D = 22 | E = 0 | F = 3 | G = -7 | H = -2 | I = -4 | J = i

Molecule: CCOc1ccc(NC(=S)NCC(c2cccnc2)N2CCOCC2)cc1 (stereo not drawn)
  A = -7 | B = 3 | C = -1.9 | D = 7 | E = -2 | F = -1 | G = 5 | H = -2 | I = 1 | J = i

Molecule: CCN(CC)C(=O)CSc1nc(O)cc(=O)n1CC
  A = -6 | B = 4 | C = 0.4 | D = -3 | E = 2 | F = 1 | G = 0 | H = 5 | I = 14 | J = i

Molecule: COc1ccc(-c2[nH][nH]c(=O)c2NC(=O)c2ccccn2)cc1
  A = . | B = 2 | C = 1.6 | D = -7 | E = -13 | F = 1 | G = 0 | H = 6 | I = -10 | J = i
